tuberculosis growth: growth inhibition of non-replicating M. tuberculosis (AID 488890) | Mycobacterium tuberculosis non-replicating, growth inhibition; higher % means a stronger effect | 320,000 tested, 0.39% active | inhibition, % at 25 µM; hits with a dose series show IC50 in µM; in the data active = a potency from the dose series; inconclusive = inhibition mostly from about 82% at the one dose, without a potency; inactive = the rest, 99 in 100 with inhibition below about 76%;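 also: plate controls were DMSO cells for no effect and high antibiotic wells for full effect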
Salmonella PhoP GFP: Inhibition of PhoP regulon, Salmonella typhi GFP reporter cells, confirmation, 4 h (AID 1850) | Salmonella Typhi PhoP-promoter GFP reporter, fluorescence, 4 h; higher % means a stronger effect | inhibition, % at 50 µM, or IC50 in µM where a hit was titrated | 310,000 tested, 0.33% active; in the data active = a potency from the dose series; inconclusive = inhibition mostly from about 25% at the one dose, without a potency; inactive = the rest, 99 in 100 with inhibition below about 19%;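 also: 0% = induced wells with vehicle and 100% = uninduced wells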
H1N1 NS1A inhibition: H1N1 influenza NS1A inhibitors, functional cell based assay (AID 504329); NS1A functional cell-based assay, percent inhibition; higher % means a stronger effect; one-dose inhibition, % at 12.5 µM; IC50 in µM for titrated hits; 340,000 tested, 0.3% active; in the data active = a potency from the dose series; inconclusive = inhibition above about 27% without an active follow-up result; also: strong numbers were not always called active
inhibitors of VEEV: inhibitors of VEEV TC-83 cytopathic effect, confirmation, Vero cells (AID 588727). Vero cells, VEEV TC-83 cytopathic effect inhibition; higher % means a stronger effect. inhibition, % at 20 µM, or IC50 in µM where a hit was titrated. 350,000 tested, 0.13% active; in the data active = a potency from the dose series; inconclusive = inhibition mostly from about 14% at the one dose, without a potency; inactive = the rest, 99 in 100 with inhibition below about 12%; also: strong numbers were not always called active
M. tuberculosis HTS: M. tuberculosis growth inhibition, HTS (AID 449762); M. tuberculosis H37Rv growth inhibition, 7H9 media; higher % means a stronger effect; inhibition, % at 25 µM, or IC50 in µM where a hit was titrated; 330,000 tested, 0.59% active; in the data active = a potency from the dose series; inconclusive = inhibition above about 70% without an active follow-up result;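 also: bacterial growth assessed after seven days of incubation; strong numbers were not always called active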
inhibitors of VEEV 10K pilot screen: further read-out of inhibitors of VEEV, marked with its call; inhibition, %; measured here: 10K pilot screen inhibition
Active calls of the source: *; i = inactive; u = inconclusive; x = no result given; & = joins results of further samples.

SMILES | tuberculosis growth | Salmonella PhoP GFP | H1N1 NS1A inhibition | inhibitors of VEEV | M. tuberculosis HTS | others
CCCc1nc(Cl)c(C#N)c2c1CCCC2 | -6% | -3% | 0% | 0.1% | 2%
Cc1cccc(-c2nnc(SCc3nc4ccccc4[nH]3)n2Cc2ccco2)c1 | 23% | -10% | -19% | 12% | 4%
COc1cccc(C(=O)NC(=S)Nc2ccc3oc(=O)ccc3c2)c1 | -8% | -2% | 0% | 0.2% | -3%
C/C(=N\O)c1ccccc1C(=O)O | -3% | 3% | -5% | 2.0% | 2%
Cc1cc(C)n(-c2ccc(C(=O)Nc3cccc(S(=O)(=O)N4CCCC4)c3)cc2)n1 | x | 3% | -4% | 1.9% | 0%
N#Cc1c(NC(=O)CSc2n[nH]c(Cc3ccccc3)n2)oc(-c2ccccc2)c1-c1ccccc1 | 15% | 0% | -1% | 6.6% | 0%
Cc1cc(C(=O)N2CCN(c3ccccc3O)CC2)c(C)o1 | -3% | 10% | -10% | 1.8% | 3%
Cc1cc(C(=O)Nc2cc(Br)ccc2O)on1 | 3% | 13% | 1% | 1.6% | 6%
COc1ccc(OC)c(S(=O)(=O)N2CCCC2C(=O)N2CCc3ccccc3C2)c1 (stereo unspecified) | -1% | -11% | -3% | 1.5% | -6%
Cc1ccc(NC(=O)CCC(=O)c2ccc(F)cc2)cc1Cl | 0% | -24% | -24% | 4.0% | u
O=S(=O)(Nc1cccc(-c2nc3cccnc3s2)c1)c1cccs1 | 12% | 4% | 0% | 5.9% | 0%
Cc1ccc(CSCCNS(C)(=O)=O)cc1 | 4% | -19% | 4% | 1.0% | x | inhibitors of VEEV 10K pilot screen=1.1

2 records drawn at random from the list so far, as already listed:
SMILES | tuberculosis growth | Salmonella PhoP GFP | H1N1 NS1A inhibition | inhibitors of VEEV | M. tuberculosis HTS | others
Cc1cc(C)n(-c2ccc(C(=O)Nc3cccc(S(=O)(=O)N4CCCC4)c3)cc2)n1 | x | 3% | -4% | 1.9% | 0%
Cc1cc(C(=O)Nc2cc(Br)ccc2O)on1 | 3% | 13% | 1% | 1.6% | 6%

Remaining list, next part
SMILES | tuberculosis growth | Salmonella PhoP GFP | H1N1 NS1A inhibition | inhibitors of VEEV | M. tuberculosis HTS | others
Cc1ccc(NC(=S)NNc2ncc(C(F)(F)F)cc2Cl)cc1 | -3% | 1% | 2% | 1.0% | 2%
O=C(Nc1nc(C2C3CC4CC(C3)CC2C4)cs1)c1cc2cc([N+](=O)[O-])ccc2oc1=O (stereo unspecified) | 72% | -3% | 2% | 0.5% | u
O=C(CCc1nc2ccccc2c(=O)[nH]1)Nc1cccc(S(=O)(=O)N2CCCCC2)c1 | 20% | -2% | -3% | 2.3% | 0%
O=C(Cn1cc2c(n1)CCCCC2)Nc1ccccc1Br | 30% | 8% | -23% | 9.5% | 11%
CCS(=O)(=O)c1nc(S(=O)(=O)c2ccc(Cl)cc2)c(NCCN2CCOCC2)s1 | -9% | -3% | 4% | 1.0% | -4%
Cc1ccc(C2=NN(C(=O)CCC(=O)O)C(c3ccc4c(c3)OCO4)C2)cc1 (stereo unspecified) | -3% | 3% | -8% | i | 5%
CC(c1ccco1)N(C(=O)c1cccs1)c1ccccn1 (stereo unspecified) | 4% | -2% | 8% | 0.8% | -10%
CC(=O)Nc1ccc(S(=O)(=O)Nc2cc3c(cc2C(C)=O)OCO3)cc1 | -1% | -7% | 5% | 10% | 1%
COc1ccc(Cl)cc1C(=O)Nc1ccccc1N1CCCCC1 | 63% | -4% | -26% | i | u
Cc1ccc(C(=O)OC2CCN(c3ccc([N+](=O)[O-])cc3)CC2)cc1 | 3% | -1% | -10% | 0.4% | -5%
COCCCNC(=S)Nc1ccc(S(=O)(=O)Nc2cc(OC)nc(OC)n2)cc1 | 8% | -8% | 9% | i | -2%
CC(CNC(=O)c1ccccc1Cl)c1ccccc1 (stereo unspecified) | 20% | 12% | -21% | i | 3%
CCN(C(=O)COC(=O)CNC(=O)c1ccc(C)c(C)c1)C1CCS(=O)(=O)C1 (stereo unspecified) | 18% | -3% | -13% | i | 0%
Cc1cc(OC(C)C(=O)NC2CC(C)(C)NC(C)(C)C2)c2c(C)cc(=O)oc2c1 (stereo unspecified) | -15% | -6% | -3% | 0.6% | 12%
COC(=O)c1cnn2c(C)c(Cc3cccc(F)c3)c(C)nc12 | x | x | 6% | 0.9% | -5%
Cc1ccc(NC(=O)N2CCCC2C(=O)NCCc2ccccc2)cc1 (stereo unspecified) | x | x | 2% | 0.5% | x
O=C(COC(=O)c1ccc(N2CCCC2=O)cc1)Nc1ccccc1 | 9% | x | 0% | 0.4% | -11%
Cc1ccccc1-c1cc2nc(C)c(C)c(=O)n2[nH]1 | 23% | -4% | -1% | 1.0% | 1%
CCCC(=N)C1=C(O)CC(CC(C)SCC)CC1=O (stereo unspecified) | 2% | 6% | -15% | 3.8% | -1%
CCOC(=O)C1=C(C)NC(C)=C(C(=O)OCC)C1C(=O)OCC(=O)NCc1ccc(F)cc1 | 17% | x | -14% | 7.6% | 1%
O=[N+]([O-])c1cc(-c2ncccn2)cs1 | 25% | -5% | -9% | i | 1%
O=C(Nc1ccccc1C(F)(F)F)c1ncn[nH]1 | -8% | -17% | 14% | 0.5% | -3%
OCCC#Cc1ccc(CN2CCN(Cc3ccsc3)C(CCO)C2)cc1 (stereo unspecified) | 15% | 8% | -10% | 0.4% | -7%
COc1cccc(CC(=O)OCC(=O)Nc2c(C)nn(-c3ccccc3)c2C)c1 | x | x | -8% | 1.4% | x

Next part; it opens with the five that closed the last part.
SMILES | tuberculosis growth | Salmonella PhoP GFP | H1N1 NS1A inhibition | inhibitors of VEEV | M. tuberculosis HTS | others
CCOC(=O)C1=C(C)NC(C)=C(C(=O)OCC)C1C(=O)OCC(=O)NCc1ccc(F)cc1 | 17% | x | -14% | 7.6% | 1%
O=[N+]([O-])c1cc(-c2ncccn2)cs1 | 25% | -5% | -9% | i | 1%
O=C(Nc1ccccc1C(F)(F)F)c1ncn[nH]1 | -8% | -17% | 14% | 0.5% | -3%
OCCC#Cc1ccc(CN2CCN(Cc3ccsc3)C(CCO)C2)cc1 (stereo unspecified) | 15% | 8% | -10% | 0.4% | -7%
COc1cccc(CC(=O)OCC(=O)Nc2c(C)nn(-c3ccccc3)c2C)c1 | x | x | -8% | 1.4% | x
O=C(Cc1ccc(Cl)cc1)Nc1ccccc1N1CCN(C(=O)c2ccccc2)CC1 | 67% | 1% | 4% | 5.1% | 32%
CC(C)CN(C(=O)CCNC(=O)c1ccc(Cl)cc1)c1c(N)n(CC(C)C)c(=O)[nH]c1=O | 39% | x | -3% | 0.4% | -8%
COc1cc2cc(C(c3nnnn3Cc3ccc(F)cc3)N3CCCCCC3)c(=O)[nH]c2cc1OC (stereo unspecified) | 48% | 3% | 12% | 8.5% | -2%
S=C(Nc1ccccc1Cl)NC1CCC(NC(=S)Nc2ccccc2Cl)CC1 (stereo unspecified) | 12% | 1% | 0% | 0.1% | 1%
CCOc1ccc(NC(=O)NC2CCCCCCC2)cc1 | 26% | -2% | -8% | 2.3% | u
C/[N+]([O-])=C\c1cccc(OCCN2CCN(c3ncc(C(F)(F)F)cc3Cl)CC2)c1 | 65% | -13% | -2% | i | u
COc1ccc(C2c3[nH]c4ccccc4c3C[C@H]3C(=O)N(C)CC(=O)N23)cc1OC (stereo partly specified) | 7% | -12% | 22% | i | 4%
Cn1cnnc1SCCNS(=O)(=O)c1cccc([N+](=O)[O-])c1 | -4% | -3% | 2% | 1.2% | -4%
O=c1/c(=C/c2ccc(CNS(=O)(=O)c3ccccc3)o2)sc2n1CCN=2 | 9% | 3% | -8% | 0.8% | -1%
CN(C)C(=O)N1CCN(C(=O)c2ccccc2Sc2ccccc2C#N)CC1 | 4% | 12% | 3% | 0.8% | -5%
CCOc1cc(/C=N/NC(N)=O)cc(Br)c1OCC(=O)Nc1ccccc1C | 36% | 6% | -3% | 6.7% | 12%
OCCNc1nc(Nc2ccccc2)nc(Nc2ccccc2)n1 | 7% | -4% | 9% | 9.7% | 3%

The final 2 compounds of the section before are carried over, then new ones follow:
SMILES | tuberculosis growth | Salmonella PhoP GFP | H1N1 NS1A inhibition | inhibitors of VEEV | M. tuberculosis HTS | others
CCOc1cc(/C=N/NC(N)=O)cc(Br)c1OCC(=O)Nc1ccccc1C | 36% | 6% | -3% | 6.7% | 12%
OCCNc1nc(Nc2ccccc2)nc(Nc2ccccc2)n1 | 7% | -4% | 9% | 9.7% | 3%
O=C(Cn1nnc(-c2ccccc2)n1)N/N=C/c1ccc(-c2ccc(Cl)cc2)o1 | 12% | -4% | -5% | 0.6% | 70%
COc1ccc(-c2csc3ncn(-c4ccc(C)cc4)c(=O)c23)cc1OC | 23% | 11% | 0% | 9.0% | 4%
CCOC(=O)COc1ccc(S(=O)(=O)NC2CC2)cc1 | -9% | -5% | -7% | 0.2% | 1%
COc1ccc(NC(=O)/C=C/c2ccc(C)o2)cc1S(=O)(=O)N1CCOCC1 | -8% | 1% | 4% | 8.1% | 0%
Cn1c(SCC(=O)NC2CCCCC2)nnc1-c1ccccc1O | -6% | 0% | -8% | 2.9% | -9%
NC(=S)NN=C1c2cc(Cl)ccc2-c2c1cc(Cl)cc2[N+](=O)[O-] | x | x | -22% | u | x
COc1cccc(CNC(=O)COC(=O)CNC(=O)c2ccc(-c3ccccc3)cc2)c1 | -4% | x | -5% | 0.9% | 2%
Cc1ccc(S(=O)(=O)ON2C(=O)c3cccc4cccc(c34)C2=O)cc1 | -24% | -9% | 11% | 0.1% | 2%
Cc1cc(C)n2nc(SC(C)C(=O)N3CC(C)OC(C)C3)nc2n1 (stereo unspecified) | -13% | x | 4% | 0.5% | -8%
CC1NC(=O)NC1CCCCCC(=O)Nc1ccc(F)cc1 (stereo unspecified) | -1% | 0% | 0.98µM* | 2.5% | 0%
COCCOc1nc2c(c(=O)n(C)c(=O)n2C)n1CCc1ccccc1 | 9% | -12% | 6% | 5.0% | 5%
COC(=O)CCC(=O)OC1(C)C(=O)C2=CN(c3ccc(OC)cc3)C(c3ccc(OC)cc3)=CC2=C(Br)C1=O (stereo unspecified) | 24% | 12% | 19% | 0.6% | -2%
Cc1ccnn1CC(=O)N/N=C/c1cn[nH]c1-c1ccccc1 | -10% | -2% | 1% | 0.6% | -6%
Cc1ccc(NC(=O)CN2CC(C)SC2=NC2CCCCC2)cc1 (stereo unspecified) | 48% | 3% | 1%&1% | 4.2%&1.4% | 0%
COc1cc(C2NC(=O)NC(C)=C2C(=O)OC2CCC(C)CC2)ccc1O (stereo unspecified) | 24% | -1% | -1% | 0.3% | -16%
COc1ccc2nc(SCC(C)=O)c(C#N)cc2c1 | -1% | 3% | 4% | 2.6% | 6%
COCCN(C(=O)Cc1cccs1)c1nnc(-c2cccnc2)s1 | 1% | 10% | -1% | 0.5% | -3%
CCc1nc2ccc(C(=O)NCc3ccc(C)o3)cc2nc1CC | 12% | 6% | 8% | 0.2% | -1%
Cc1ccc(NNC(=O)c2cc(C(C)(C)C)nn2Cc2ccccc2)cc1 | 76% | 1% | -4% | i | u
Cc1cccc(CC(c2cccc(C)c2)N(C)C)c1 (stereo unspecified) | x | x | 2% | i | x
C/C(Cc1ccccc1)=N\NC(=O)CNC(=O)Cc1ccccc1 | -7% | 2% | -12% | i | 1%
CC(=O)Nc1ccc(C(=O)OCC(=O)N2CCCC2)cc1 | -2% | 5% | 5% | 0.9% | 4%
COc1ccc(C2CC(c3ccccc3)=NN2C(=O)COC(=O)c2nc3nc(C)cc(C)n3n2)cc1 (stereo unspecified) | 77% | 0% | 15% | 1.5% | 10%
CC1(C)C(CSc2nc3ccccc3[nH]2)C1(Cl)Cl (stereo unspecified) | 41% | -2% | -9% | 0.9% | u
O=C(C(NS(=O)(=O)c1cccc2nsnc12)c1ccccc1)N1CCN(c2ccccc2)CC1 (stereo unspecified) | 44% | -7% | 3% | 8.7% | -2% | inhibitors of VEEV 10K pilot screen=5.2
Cc1cc2cc(CN(Cc3cccs3)C(=S)NCC3CCCO3)c(=O)[nH]c2cc1C (stereo unspecified) | 14% | 0% | 9% | 10% | 6%
CC1(C)C2(C#N)C(=O)NC(=O)C12C#N (stereo unspecified) | x | x | -3% | 2.3% | x
C#CCOCCOCCOCCNc1nc(N2CCN(C(=O)[C@H]([C@@H](C)CC)n3cc([C@@H](N)CC(C)C)nn3)CC2)nc(N2CCN(C(=O)[C@H](Cc3cc4ccccc4[nH]3)n3cc([C@@H](N)Cc4ccc(O)cc4)nn3)CC2)n1 | u | -29% | x | x | u
OC1(C(F)(F)F)CC(c2ccc3ccccc3c2)=NO1 (stereo unspecified) | 24% | 0% | 8% | 1.8% | 1%
CC(C)c1ccc2c(c1)C(=O)NC(C)(C)C2 | 6% | -5% | 8% | 0.8% | 7%

Screening data as filed in PubChem.

An unsorted share of the library (roughly 1.6% active in at least one column).
